RGS4 inhibitor = Inhibitors of Regulator of G Protein Signaling (RGS) 4: qHTS. Regulator of G-protein signaling 4 (Homo sapiens), P49798. Potency, µM (highest dose often 114 µM), for inactives: top-dose activity change, negative = inhibition, actives largely listed as inhibitors. Transcreener GDP fluorescence polarization, RGS4-accelerated GTP hydrolysis. hit rate 0.039% among 390,000; also: potency is read from the fitted curve at half-maximal effect; % is scaled to controls: 0 for no effect and ±100 for the full control effect; nearly all actives have a fitted effect of over 75% in size; some results filed as inactive show a strong effect at the top dose
Target sequence (P49798 whole entry, looked up): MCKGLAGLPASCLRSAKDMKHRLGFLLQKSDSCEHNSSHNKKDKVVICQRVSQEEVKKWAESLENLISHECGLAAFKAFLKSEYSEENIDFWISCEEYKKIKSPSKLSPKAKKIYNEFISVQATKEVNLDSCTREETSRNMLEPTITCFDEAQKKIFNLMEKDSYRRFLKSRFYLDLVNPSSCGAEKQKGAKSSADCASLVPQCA
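MLSMR compounds (23 nl, pin-transferred) preincubated 10 min at room temperature with a 500nM (2x) first reagent, then RGS4 at 900nM (2x) plus Transcreener GDP mix added; fluorescence polarization (620/688 nm) read before and after 90 min at 30 °C.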
Vif-A3F inh = qHTS for Inhibitors of Vif-A3F Interactions: qHTS; HeLa A3F-eYFP + Vif (tagged APOBEC3F with the HIV-1 protein that degrades it), YFP fluorescence increase; Potency, µM (series often up to 46.1 µM), without a hit: at the highest dose activity, negative = active; hit rate 0.2% among 390,000; also: potency is read from the fitted curve at half-maximal effect; % of control where 0% means no effect; nearly all actives have a fitted effect of over 65% in size
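Fluorescence increase (Ex 488/Em 500-530) after overnight compound treatment at 37 deg C flags inhibition of Vif-driven A3F-eYFP loss in stable HeLa A3F-eYFP/Vif cells seeded overnight beforehand.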
Vif-A3G inh = qHTS for Inhibitors of Vif-A3G Interactions: qHTS. AID 602310, 2012. Potency, µM (doses to about 46.1 µM), for the others: top-dose activity, negative = active, actives largely listed as inhibitors. hit rate 0.076% among 410,000. HeLa A3G-eYFP + Vif (tagged APOBEC3G with the HIV-1 protein that degrades it), YFP fluorescence, overnight;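 also: potency is read from the fitted curve at half-maximal effect; % is scaled to controls: 0 for no effect and ±100 for the full control effect; nearly all actives have a fitted effect of over 60% in size; hits raise eYFP signal because A3G escapes Vif-driven loss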
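Read-out is eYFP fluorescence (Ex 488/Em 500-530) from Vif-expressing HeLa A3G-eYFP cells; more signal means A3G escaped Vif-mediated degradation. Cells plated overnight, compound pinned in, incubated overnight at 37 deg C.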
LDHA inh = qHTS assay for inhibitors of human lactate dehydrogenase. purified LDHA, NADH/diaphorase-resazurin fluorescence; active compounds read low. L-lactate dehydrogenase A chain (Homo sapiens), P00338. activity change, % (values are at about 110 or 230 µM). hit rate 0.15% among 480,000; in the data active = activity change below about -30%; inconclusive = mostly about -25% to -30%;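 also: plate controls were DMSO wells for no effect and wells without enzyme for full effect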
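Human LDH5 (2 nM) was incubated with 0.06 mM NADH and 0.2 mM pyruvate for 5 min at room temperature in Tris pH 7.4. Remaining NADH was coupled through diaphorase/resazurin, and resorufin fluorescence was read at 0 and 20 min.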
Glioma ERSR ind = qHTS for Inducers of the Endoplasmic Reticulum Stress Response (ERSR) in Human Glioma: qHTS | U87-MG GRP78 promoter luciferase reporter, 16 h | hit rate 0.02% among 420,000 | Potency, µM, without a hit: at the top dose activation, actives largely listed as activators; also: potency is read from the fitted curve at half-maximal effect; series mostly up to about 76 µM; % of control where 0% means no effect; nearly all actives have a fitted effect of over 35% in size
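Stably transfected U87-MG human glioma cells carrying a GRP78-based luminescent sensor were seeded at 1000 cells/well, pin-dosed with compounds and incubated 16 h. Luciferase reagent was then added, and end-point luminescence was read after 10 min at room temperature.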
IDH1 R132H inh = qHTS for Inhibitors of mutant isocitrate dehydrogenase 1 (IDH1): qHTS | Isocitrate dehydrogenase [NADP] cytoplasmic (Homo sapiens), O75874 | IDH1-R132H enzyme, NADPH consumption, diaphorase/resazurin fluorescence | Potency, µM (series often up to 76.6 µM), without a hit: top-dose activity change, negative = inhibition, most hits filed as inhibitors | hit rate 0.093% among 390,000 | AID 602179, 2012; also: potency is read from the fitted curve at half-maximal effect; % is scaled to controls: 0 for no effect and ±100 for the full control effect; nearly all actives have a fitted effect of over 65% in size
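IDH1-R132H (0.5 ug/mL) preincubated 30 min with compound, then NADPH (0.016 mM) and alpha-KG (2 mM) added; 80 min at RT, pH 7.5. Remaining NADPH coupled via diaphorase/resazurin to fluorescence (540/590 nm); concentration-response curves normalized to no-enzyme control.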
TrxR1 inh = qHTS Assay for Inhibitors of Mammalian Selenoprotein Thioredoxin Reductase 1 (TrxR1): qHTS; Thioredoxin reductase 1, cytoplasmic (Rattus norvegicus), O89049; recombinant rTrxR1, NADPH fluorescence consumption, selenite substrate; Potency, µM (top dose mostly 114 µM), inactives show at the top dose activity change, negative = inhibition, actives largely listed as inhibitors; hit rate 1% among 390,000; AID 588453, 2011; also: potency is read from the fitted curve at half-maximal effect; % is scaled to controls: 0 for no effect and ±100 for the full control effect; nearly all actives have a fitted effect of over 65% in size
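Rat TrxR1 (90 nM in the dispensed reagent) was pre-reduced with 400 uM NADPH for 5 min at room temperature, then incubated with compound for 15 min. After 400 uM selenite was added, NADPH fluorescence (Ex 340/Em 450 nm) was followed for 8 min.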
USP1-UAF1 inh = Inhibitors of USP1/UAF1: Primary Screen | recombinant USP1/UAF1, Ub-Rhodamine cleavage fluorescence | AID 743255, 2014 | hit rate 0.23% among 390,000 | Potency, µM (top dose mostly 57.1 µM), for the others: at the highest dose activity change, negative = inhibition, usual class: inhibitors | Ubiquitin carboxyl-terminal hydrolase 1 (Homo sapiens), O94782; also: potency is read from the fitted curve at half-maximal effect; % is scaled to controls: 0 for no effect and ±100 for the full control effect; nearly all actives have a fitted effect of over 60% in size; inactives centre near -12
Target sequence (O94782 whole entry, looked up): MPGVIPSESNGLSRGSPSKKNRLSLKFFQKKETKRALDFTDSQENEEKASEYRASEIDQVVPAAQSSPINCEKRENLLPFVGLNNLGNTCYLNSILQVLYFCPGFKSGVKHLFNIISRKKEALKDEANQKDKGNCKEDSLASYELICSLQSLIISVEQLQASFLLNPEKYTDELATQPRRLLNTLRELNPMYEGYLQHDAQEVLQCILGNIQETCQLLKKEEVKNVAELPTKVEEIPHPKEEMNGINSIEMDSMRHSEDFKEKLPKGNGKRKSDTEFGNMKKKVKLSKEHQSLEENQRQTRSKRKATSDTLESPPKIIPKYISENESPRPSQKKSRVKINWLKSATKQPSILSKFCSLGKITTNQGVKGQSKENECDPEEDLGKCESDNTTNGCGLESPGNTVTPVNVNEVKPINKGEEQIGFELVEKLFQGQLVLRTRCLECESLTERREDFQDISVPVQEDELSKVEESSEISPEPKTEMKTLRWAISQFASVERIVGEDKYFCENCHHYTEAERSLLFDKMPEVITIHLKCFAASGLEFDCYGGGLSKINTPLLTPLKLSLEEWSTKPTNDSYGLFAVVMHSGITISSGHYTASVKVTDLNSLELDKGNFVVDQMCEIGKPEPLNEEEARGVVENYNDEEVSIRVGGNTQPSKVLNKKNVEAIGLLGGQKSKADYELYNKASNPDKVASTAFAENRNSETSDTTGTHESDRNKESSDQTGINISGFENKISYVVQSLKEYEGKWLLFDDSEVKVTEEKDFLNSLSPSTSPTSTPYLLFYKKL
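High-throughput fluorogenic screen: 1nM USP1/UAF1 complex, Ub-Rho substrate 150nM final, 50mM HEPES pH 7.8 with 0.5mM EDTA, 0.1 mg/ml BSA, 1mM TCEP and 0.01% Tween-20.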
TrxR1 substrate = qHTS Assay for Substrates of Mammalian Selenoprotein Thioredoxin Reductase 1 (TrxR1): qHTS. Thioredoxin reductase 1, cytoplasmic (Rattus norvegicus), O89049. purified TrxR1 substrate turnover, NADPH consumption readout. Potency, µM (highest dose often 114 µM), for inactives: top-dose activity change, negative = substrate turnover. hit rate 0.01% among 390,000. AID 588456, 2011; also: potency is read from the fitted curve at half-maximal effect; % is scaled to controls: 0 for no effect and ±100 for the full control effect; nearly all actives have a fitted effect of over 50% in size
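Rat TrxR1, dispensed at 90 nM, was prereduced with 400 uM NADPH (final) for 5 min at ~22 deg C, then incubated with compound 15 min before 400 uM selenite. A first-read NADPH fluorescence drop versus no-compound background flagged substrates.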
* hit, by the source's call; ? = inconclusive; . = no result given; & = joins results of further samples; [ ] = dose if it differs, or a comment. Unless noted, calls follow the shape of the dose curve; as a rule, active = well fitted curve in the direction sought with a large enough effect; inconclusive = small, poorly fitted or top-dose-only effect, or another doubt; inactive = no such curve, though single readings can be large; an effect the other way counts as inactive or inconclusive. Some of the compounds tested; the hit share may differ from the screen's.

SMILES	RGS4 inhibitor	Vif-A3F inh	Vif-A3G inh	LDHA inh	Glioma ERSR ind	IDH1 R132H inh	TrxR1 inh	USP1-UAF1 inh	TrxR1 substrate
CC(C)[C@H](N)C(=O)NC[C@H]1CC[C@H](C(=O)N[C@@H](Cc2ccccc2)C(=O)O)CC1	5%	?	-2%	0	1%	0%	-3%[57.1 µM]	1%	10%[57.1 µM]
Cc1cccc(C)c1-n1ncc(C(=O)NCCCN2CCCCC2)c1C1CCN(C(=O)OC(C)(C)C)CC1	-23%	1%	13%	-4	-2%	-6%	12%	-10%	4%
CCN(CC)c1ccc(C(=C2C=CC(=[N+](CC)CC)C=C2)c2ccccc2)cc1	?	1%	?	14	-14%&-12%	13%	40µM*	-17%	-10%
Cc1nn(Cc2ccccc2)c(Cl)c1C(=O)OC1CCOC1=O (stereo not drawn)	-5%[11.4 µM]	-5%	0%	4	2%	1%	-6%[57.1 µM]	-4%	-7%
CCCN1Cc2cccc(C(=O)NCc3cccs3)c2C1=O	-19%	-9%	-1%	-5	0%	17%	7%	-17%	-1%
CCC(=O)c1cn(CC(=O)NCC2CCCO2)c2ccccc12 (stereo not drawn)	-3%	-1%	1%	-11	-1%	-2%	12%[57.1 µM]	-3%	0%[57.1 µM]
O=c1oc2cc(Br)ccc2n1Cc1ccccc1	-2%	-11%	-4%	-2	-2%	4%	10%[57.1 µM]	-6%	-5%
CC(=O)OCC1OC(n2c3c(cc(C#N)c2=S)CCCC3)C(OC(C)=O)C(OC(C)=O)C1OC(C)=O (stereo not drawn)	-4%	-12%	0%	-4	-2%	2%	-13%[11.4 µM]	-23%	9%[57.1 µM]
CCCn1c(CN2CCN(C(=O)c3ccco3)CC2)nc2cc(S(=O)(=O)N(C)C)ccc21	5%	-21%	1%	2	-3%	-1%	20µM*	-2%	5%
COc1ccc(C(=O)Nc2ccc3oc(-c4cccnc4)nc3c2)cc1	-47%	-1%	-1%	0&-7	-2%	3%	-1%	-15%	12%
COC(CNC(=O)C1CC(=O)N(CCc2ccc(C)cc2)C1)OC (stereo not drawn)	-7%	-7%	-1%	-12	0%	-5%	15%	-20%	3%
COc1cccc(Cc2nc3ccccc3nc2SCC(=O)NCc2ccc(C)cc2)c1	-21%	1%	2%	-7	-3%	11%	6%[57.1 µM]	-13%	-3%[57.1 µM]
COc1ccc(OC)c(NC(=O)c2cccnc2)c1	17%	0%	-3%	2	-3%	13%	5%	-16%	2%
CC1CCCCC1NC(=O)C1CCN(S(=O)(=O)c2ccc(-n3cnnn3)cc2)CC1 (stereo not drawn)	19%	-2%	-1%	-13	-4%	5%	30%	-6%	9%
O=C(CN1C(=O)NC2(CCCCC2)C1=O)Nc1ccc(N2CCCCC2)cc1	-24%	9%	-3%	-1	1%	-11%	-8%	-18%	-4%
COc1ccc(CNC(=O)c2cnc(C)cn2)c(OC)c1	5%	1%	-1%	-3	-2%	-2%	19%	-6%	7%
Cc1ccc(-c2cc(N)n(Cc3ccc(Cl)cc3)n2)cc1	?	-2%	-2%	5	0%	-2%	8%	-10%	-5%
CC(=O)N1c2ccccc2C(C)CC12CCCCC2 (stereo not drawn)	-24%	-16%	-4%	-3	-4%	2%	6%[57.1 µM]	-9%	-14%
O=C(Nc1ccccc1C(F)(F)F)N1CC=C(c2c[nH]c3ccccc23)CC1	19%	?	-26%	-7	-3%	-10%	14%	?	-3%
Cc1ccc(NC(=O)C2SC(=Nc3ccccc3)C(C(=O)Nc3ccc(Cl)cc3)=C2N)cc1 (stereo not drawn)	-19%	-13%	3%	3	1%	4%	26%[57.1 µM]	-11%	4%[57.1 µM]
CC1(C)c2[nH]c3ccccc3c2C[C@@H]2C(=O)N(Cc3ccccc3)C(=O)N21	0%	1%	1%	-6	-4%	.	-7%	.	-13%
COc1ccccc1-c1cc(C(=O)Nc2cc(OC)c(OC)c(OC)c2)no1	0%	-8%	-32%	-4	-4%	-7%	-1%	-25%	-4%
CC(C)(C)C(=O)C1=C(O)C(=O)N(Cc2ccccc2)C1c1ccccc1F (stereo not drawn)	-8%	9%	-5%	-3	-3%	2%	14%[57.1 µM]	-16%	10%[57.1 µM]
Cc1cc(=O)oc2cc(OCC(=O)NC3CCCC3)ccc12	-15%	0%	4%	-5	1%	-7%	-22%	-33%	23%
CC(=O)Nc1ccn(C2OC(C(COC(C)=O)NC(=O)C(C)NC(=O)OC(C)(C)C)C(OC(C)=O)C2OC(C)=O)c(=O)n1 (stereo not drawn)	-16%	.	0%	.	-4%	.	13%[57.1 µM]	.	-1%
N#C/C(=C\c1cccc(Br)c1)C(=O)N1CCCCC1	?	-5%	?	-8	-12%	-8%	14µM*	-13%	5%
COc1ccc(S(=O)(=O)Nc2cc3c4c(c2)CCN4C(=O)CC3)cc1C	-11%	-10%	0%	-7	-1%	-4%	8%[57.1 µM]	-20%	2%[57.1 µM]
COc1ccc(CNC(=O)NCCc2c[nH]c3ccccc23)cc1	-8%	0%	2%	0	3%	-11%	27%	-27%	3%
Cc1nsc(N)c1C(=O)O	-7%	5%	-6%	-9	-4%	8%	17%	-11%	3%
CCOCCCNC(=O)C1CCN(S(=O)(=O)N2CCCC2)CC1	1%[56.9 µM]	-14%	1%	-5	-4%	-15%	14%	-12%	-8%
Cc1nc([N+](=O)[O-])cn1CC(=O)Nc1ccc(Cl)cc1	16%	4%	-3%	1	-2%	0%	26%	-18%	0%
CCOC(=O)Cc1cnc(NC(=O)CSc2nc3ncnc(N)c3[nH]2)s1	-7%	-6%	-6%	0	4%	-3%	15%	-25%	3%
COc1ccc(N2CCN(C(CNC(=O)C3CCCCC3)c3cccnc3)CC2)cc1 (stereo not drawn)	-2%	-4%	1%	3	-3%	-3%	-17%	0%	-3%
CCCC(C)NC(=O)C1CCN(C(=O)C2CC(=O)N(c3ccc(C)cc3)C2)CC1 (stereo not drawn)	-17%	6%	1%	-5	-3%	1%	17%	-17%	1%
Nc1ccccc1N1C(=O)c2cccc3cccc(c23)C1=O	29%	3%	-5%	-2	-1%	-1%	12%	-16%	-6%
CC(=O)/C(C(=N)N1CCN(c2cccc(Cl)c2)CC1)=C(\C)O	-4%	-3%	1%	-5	-4%	-2%	10%	8%	-3%
O=C(COC(=O)c1cnccn1)Nc1ncc(C(F)(F)F)cc1Cl	-5%	-25%	-4%	-1	-2%	-3%	-8%	-21%	10%[57.1 µM]
Cc1c(Br)c([N+](=O)[O-])nn1CC(=O)N1CCN(Cc2ccccc2)CC1	-21%	-22%	0%	-1	-4%	-3%	6%[57.1 µM]	-2%	3%[57.1 µM]
NS(=O)(=O)c1ccc(S(=O)(=O)NCCc2ccccc2)cc1	-3%	-10%	0%	-16	2%	9%	11%	-12%	4%
O=C(COc1ccc(Cl)cc1)NCc1nnc2c3ccccc3c(-c3ccccc3)nn12	-12%	2%	4%	-6	1%	0%	24%	-19%	3%
CCn1c(C)nc2cc(C(=O)OC)ccc21	3%	13%	3%	-1	2%	16%	19%[57.1 µM]	-13%	7%[57.1 µM]
Cn1c(=O)[nH]c(=O)c2c1nc(NCCc1ccccc1)n2CC(O)COc1ccccc1 (stereo not drawn)	-18%	-4%	0%	-5	-1%	10%	12%	-16%	7%
CCCC(C(=O)NNC(=O)c1ccncc1)c1ccccc1 (stereo not drawn)	17%	-6%	-1%	-3	-2%	-9%	4%	2%	-2%
COCCn1c(C)cc(C(=O)Cn2nc(C(=O)O)c3ccccc3c2=O)c1C	4%[56.9 µM]	8%	-2%	-5	-3%	-6%	11%	-20%	0%
CC(NC(=O)c1nn(C)c(=O)c2ccccc12)c1ccccc1 (stereo not drawn)	-7%	-6%	3%	-4&1	-2%	7%	17%	-19%	9%
CN1CCN(CC(=O)NC2CCCCC2)CC1	14%	-4%	-1%	0	-3%	0%	24%	0%	8%[57.1 µM]
Cc1ccc(CCNC(=O)c2ccc3c(c2)N(Cc2cccc(Cl)c2)C(=O)c2ccccc2S3(=O)=O)cc1	-8%	-9%	-5%	0	-3%	-10%	7%[57.1 µM]	-9%	-7%[57.1 µM]
